Screening data as filed in PubChem.
Pf growth 96h: P. falciparum growth inhibition at 96 hours | P. falciparum luciferase reporter growth, 96 h | Potency, µM (titrated, usually from 28.7 µM), without a hit: top-dose activity change, negative = inhibition, actives largely listed as inhibitors | 6.9% of 320,000 active | AID 504834; further: potency means the concentration at half of the fitted maximal effect; on the % scale 0 is the no-effect control and ±100 the full control effect
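Cell-based qHTS: luciferase-tagged P. falciparum in erythrocytes (2% hematocrit, 0.05% parasitemia final) incubated with compounds for 96 hours, 37 C, 5% CO2; luciferase detection reagent then added and luminescence measured.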
Pf growth 48h: P. falciparum growth inhibition at 48 hours (one generation); Potency, µM (top dose mostly 28.7 µM), inactives show at the highest dose activity change, negative = inhibition, hits mostly inhibitors; 5.9% of 310,000 active; P. falciparum luciferase growth in erythrocytes, 48 h; further: potency means the concentration at half of the fitted maximal effect; on the % scale 0 is the no-effect control and ±100 the full control effect
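Compounds are pin-transferred into medium, infected erythrocytes (2% hematocrit, 0.1% parasitemia final) are added, and plates sit one parasite generation at 37 C in 5% CO2. Detection reagent is then added and luminescence measured.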
CHX counter: affects cycloheximide protein synthesis inhibition readout, counter-screen | cell reporter, cycloheximide protein synthesis inhibition counterscreen | max response, % | 12% of 300,000 active | AID 2314; in the data active means max response mostly above about 13%, no sharp cut-off; inactive means mostly below about 14%; further: read at 38.3 µM for the half of the compounds with a filed dose; 0% is about no effect
LmPK inhibitor: inhibitors of Leishmania mexicana pyruvate kinase. 0.37% of 290,000 active. Potency, µM (series often up to 57.5 µM), for the others: top-dose activity change, negative = inhibition, hits mostly inhibitors. purified LmPK, Kinase-Glo ATP luminescence, 1 h; further: potency means the concentration at half of the fitted maximal effect; on the % scale 0 is the no-effect control and ±100 the full control effect
Target sequence (Q27686 whole entry, looked up): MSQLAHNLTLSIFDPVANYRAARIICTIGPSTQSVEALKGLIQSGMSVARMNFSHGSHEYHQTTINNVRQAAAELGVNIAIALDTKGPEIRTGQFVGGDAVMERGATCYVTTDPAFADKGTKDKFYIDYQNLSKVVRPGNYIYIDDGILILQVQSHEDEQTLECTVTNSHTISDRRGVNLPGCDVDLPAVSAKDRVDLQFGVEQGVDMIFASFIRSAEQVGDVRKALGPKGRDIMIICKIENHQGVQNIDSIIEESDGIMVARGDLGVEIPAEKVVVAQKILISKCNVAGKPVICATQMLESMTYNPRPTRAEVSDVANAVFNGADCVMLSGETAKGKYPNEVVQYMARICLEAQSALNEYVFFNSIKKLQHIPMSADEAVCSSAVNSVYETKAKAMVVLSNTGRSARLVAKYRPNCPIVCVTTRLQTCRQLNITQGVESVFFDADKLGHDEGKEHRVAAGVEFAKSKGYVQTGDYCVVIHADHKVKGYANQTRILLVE
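Purified LmPK (0.1 nM) with 0.5 mM PEP and 0.1 mM ADP in imidazole buffer pH 7.2 with MgCl2/KCl, 1 h at room temperature. ATP formed was read by luciferase luminescence and normalized to no-enzyme and uninhibited controls.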
TbPYK inhibitor: blocks Trypanosoma brucei pyruvate kinase | TbPYK enzyme, Kinase-Glo Plus ATP luminescence, 45 min | Potency, µM (doses to about 76.8 µM), without a hit: at the highest dose activity, negative = inhibition, most hits filed as inhibitors | 0.12% of 410,000 active; further: potency means the concentration at half of the fitted maximal effect; on the % scale 0 is the no-effect control and ±100 the full control effect; nearly all actives have a fitted effect of over 50% in size
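Glycolytic pyruvate kinase of T. brucei was incubated with substrate, test compound and 130 uM ADP for 45 minutes at room temperature. Luminescent Kinase-Glo Plus signal was measured after 10 minutes.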
AMA1 RON2 block: inhibitors of Plasmodium falciparum AMA1-RON2 interaction; AlphaScreen AMA1-biotinylated RON2 peptide binding; Potency, µM (titrated, usually from 58.2 µM), for the others: at the highest dose activity change, negative = inhibition, actives largely listed as inhibitors; 0.2% of 360,000 active; AID 720542;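 further: potency means the concentration at half of the fitted maximal effect; 0% = vehicle wells and -100% = peptide control; nearly all actives have a fitted effect of over 45% in size; some results filed as inactive show a strong effect at the top dose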
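AMA1 (3D7) with his tag at 25 nM final met compounds first, then biotinylated RON2 peptide at 25 nM; detection used donor plus acceptor beads, 10 µg/mL apiece, read by AlphaScreen after 30 min at room temperature.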
Shiga inhibitor: blocks Shiga toxin action in Vero cells; Vero cells, Shiga toxin protein synthesis inhibition reporter; inhibition, % at 38.7 µM; 9.2% of 290,000 active; AID 2315; in the data active means inhibition mostly above about 28%, no sharp cut-off; inactive means mostly below about 43%; further: 0% is about no effect
Active calls of the source: *; ? = inconclusive; · = no result given; [ ] = remark or other dose. Unless noted, the call rests on the fitted dose curve; in most records, active means well fitted curve in the direction sought with a large enough effect; inconclusive means small, poorly fitted or top-dose-only effect, or another doubt; inactive means no such curve, though single readings can be large; an effect the other way counts as inactive or inconclusive.

Below each SMILES: Pf growth 96h, Pf growth 48h, CHX counter, LmPK inhibitor, TbPYK inhibitor, AMA1 RON2 block, Shiga inhibitor
1: CN(Cc1ccccc1)C(NC(=O)c1ccccc1)C(Cl)(Cl)Cl (configuration not stated)
  ?, -6%, 4, 3%, -1%, 0%, -1
2: CC1=NN(c2ccccc2)C(=O)C1N=Nc1ccccc1 (configuration not stated)
  ?, 251%[activator], 21*, 5%, -3%, ?, 109*
3: CCCC1(C(=O)OC)NC(c2cc(OC)c(OC)c(OC)c2)C2C(=O)N(CC)C(=O)C21 (configuration not stated)
  47%[activator], -1%, -1, -9%, -2%, -12%, 1
4: CC(=NCCC1=CCCCC1)c1c(O)n(-c2ccccc2)c(=O)[nH]c1=O
  ?, ?, 1, -2%, -4%, -1%, 9
5: O=C(Cn1c(COc2ccccc2)nc2ccccc21)Nc1cc(Cl)ccc1Cl
  53%[activator], 3%, -2, 0%, -3%, -11%[2.32 µM], -9
6: Cn1c(N)c(C(=O)COC(=O)Cc2ccc(F)cc2)c(=O)n(C)c1=O
  10%, 29%, ·, ·, 4%, 24%, ·
7: CC(Sc1nncn1C)C(=O)NCc1ccc2c(c1)OCO2 (configuration not stated)
  ?, 5%, -3, -8%, 0%, -8%, 17
8: C=CCNC(=O)c1cc(-c2cccnc2)nc2ccccc12
  ?, 10%, -4, -4%, 1%, 4%, 9
9: C=CCC1(CC=C)CCCN1C(=O)c1cc(COc2cccc(OC)c2)on1
  -25%, ?, -2, 6%, -10%, 14%, 26
10: O=[N+]([O-])c1ccc(/C=N/Nc2nc(N3CCOCC3)nc(N3CCOCC3)n2)cc1
  -3%, -8%, -1, 0%, ·, ·, 5
11: O=C(NCc1ccc(F)cc1)c1ccc(Cl)c(NC2=NC3CS(=O)(=O)CC3S2)c1 (configuration not stated)
  ?, 8%, -4, -3%, -11%, 15%, -10
12: O=C(CC1OC(=O)c2ccccc21)NNC(=O)c1ccc(F)cc1 (configuration not stated)
  -16%, -21%, ·, ·, -1%, 23%, ·
13: COc1ccc(N(CC(=O)N/N=C(\C)c2ccc(C)cc2)S(=O)(=O)c2ccccc2)cc1
  114%[activator], ·, -2, -1%, 5%, 2%, -3
14: C/C(NCc1cccnc1)=C(\C#N)C(=O)NCc1ccccc1
  -16%, -4%, -3, -2%, 6%, 10%, -18
15: Cc1cccc(C(=O)NC(=S)Nc2ccccc2C(F)(F)F)c1
  81%[activator], -16%, 9, 3%, -4%, 37%[activator], 36
16: O=C1NCCCc2c1no[n+]2[O-]
  0%[5.75 µM], 24%, 6, -2%, 2%, -3%, 7
17: Cc1nnc(NC(=O)c2cccc(S(=O)(=O)N3CC(c4ccccc4)CC3=O)c2)s1 (configuration not stated)
  9%, ·, -9, 1%, -11%, 12%, -24
18: CC(C)(C)NC(=O)c1ccccc1-c1nc2ccccc2s1
  ?, ?, -2, 10%, 2%, -6%, 21
19: CCCC(=O)Nc1ccc(S(=O)(=O)Nc2cc(OC)ncn2)cc1
  18%, -10%, 2, -2%, 6%, 12%, 11
20: Cc1ccc(C)c(OCC(O)CNC2CCCC2)c1 (configuration not stated)
  ?, ?, -4, -4%, -2%, 10%, -4

4 structures already listed, arranged by count of non-hydrogen atoms, high to low.
Below each SMILES: Pf growth 96h, Pf growth 48h, CHX counter, LmPK inhibitor, TbPYK inhibitor, AMA1 RON2 block, Shiga inhibitor
4: CC(=NCCC1=CCCCC1)c1c(O)n(-c2ccccc2)c(=O)[nH]c1=O
  ?, ?, 1, -2%, -4%, -1%, 9
12: O=C(CC1OC(=O)c2ccccc21)NNC(=O)c1ccc(F)cc1 (configuration not stated)
  -16%, -21%, ·, ·, -1%, 23%, ·
1: CN(Cc1ccccc1)C(NC(=O)c1ccccc1)C(Cl)(Cl)Cl (configuration not stated)
  ?, -6%, 4, 3%, -1%, 0%, -1
20: Cc1ccc(C)c(OCC(O)CNC2CCCC2)c1 (configuration not stated)
  ?, ?, -4, -4%, -2%, 10%, -4

Remaining list, next part:
Below each SMILES: Pf growth 96h, Pf growth 48h, CHX counter, LmPK inhibitor, TbPYK inhibitor, AMA1 RON2 block, Shiga inhibitor
21: CCc1ccccc1NC(=O)C(C)n1nc([N+](=O)[O-])c(Br)c1C (configuration not stated)
  ?, ?, 2, 4%, -2%, 4%, -12
22: COc1ccc(OC)c(-n2c(=S)[nH]c3cc(C(=O)N4CCC(C(N)=O)CC4)ccc3c2=O)c1
  91%[activator], -23%, -1, -1%, -3%, 10%, -3
23: CCOC(=O)c1c(C)[nH]c(C(=O)NCc2ccccc2OC)c1C
  55%[activator], ·, 17*, 12%, ·, ·, 69
24: O=C(Nc1ccc(NC(=S)NC(=O)c2ccccc2F)cc1)c1cccs1
  ?, ?, 9, 5%, 0%, 45%[activator], 61
25: CCCOC1CCCN(C(=O)c2ccc(OC3CCN(C(=O)COC)CC3)cc2)C1 (configuration not stated)
  ?, 9%, 8, -1%, -5%, -1%, 43
26: CC1CCN(c2nc(-c3ccccc3O)nc3ccccc23)CC1
  19%, ?, 2, 2%, ·, 6%, -14
27: COc1ccc(Nc2cc(Nc3cccc(OC)c3)ncn2)cc1
  ?, -23%, 54*, -7%, 1%, -8%, 56*
28: CC(=O)c1ccc(N2CCCC2)c(F)c1
  ·, 43%[activator], 17*, -1%, ·, ·, 81*
29: COc1cccc(/C=N/NC(=O)C(=O)NCc2cccnc2)c1O
  0%, -8%, -3, -1%, 0%, -20%, -9
30: CC12CC3CC(C)(C1)CC(C(=O)NCc1cccnc1)(C3)C2
  3.7µM*, 52%[activator], -1, 1%, 2%, 0%, -18
31: O=C(CCCc1ccccc1)NCCc1cnc[nH]1
  29%, 30%, -1, -3%, -4%, -12%, 2
32: COc1cc(NC(=O)c2cc(OC)c(OC)c(OC)c2)ccc1NC(=O)c1cccs1
  ?, -19%, 1, -1%, -5%, -22%, -42
33: CC1(C)CC(=O)C2=C(C1)OC(N)=C(C#N)C2c1ccsc1 (configuration not stated)
  3%, -10%, -2, -2%, 1%, 12%, -11
34: O=C(NC1CCCCCC1)C1CCN(S(=O)(=O)N2CCC3(CC2)OCCO3)CC1
  ?, 0%, 1, -5%, 1%, 7%, -7
35: NS(=O)(=O)c1ccc(NC(=O)COC(=O)c2cc3ccccc3oc2=O)cc1
  -6%, 42%[activator], 10*, 1%, 1%, 3%, 17
36: CCOCCCNC(=O)C(NC(=O)Cc1cccs1)c1ccccc1 (configuration not stated)
  9%, 4%, 4, 1%, 0%, ?, -9
37: COc1ccc(C)cc1N(C(=O)c1ccc(C#N)cc1)C1=NC(C)(C)CS1
  -10%, -15%, 1, -1%, -6%, 2%, 4
38: Nc1cc(=O)[nH]c(SCC(=O)Nc2ncc(C(F)(F)F)cc2Cl)n1
  26%, 26%, 3, 0%, -9%, 10%, -7
39: COc1ccccc1NC(=O)N1CCCC1C(=O)Nc1ccc2c(c1)OCO2 (configuration not stated)
  ·, -17%, -2, 1%, 0%, -7%, -3
40: Cc1cc(C)c2c(=O)n(CC(=O)Nc3cccc(F)c3)sc2n1
  8%, 2%, -3, -15%, ?, -6%, 10
41: COc1ccccc1C1SCCN1C(=O)c1ccc([N+](=O)[O-])cc1 (configuration not stated)
  -5%, -6%, -3, -1%, -8%, -4%, -3
42: CCCCC(=O)N1CCN(c2nc3ccc(F)cc3s2)CC1
  -18%, 167%[activator], 12, -9%, -20%, 5%, 35*
43: COc1ccc2nc(-c3ccccc3)cc(C(=O)OCC(=O)N3CCCCC3)c2c1
  ?, 12µM*, ·, ·, 0%, 73%[activator], ·
44: CCOC(=O)c1sc(=S)n(C)c1NC(=O)c1ccccc1
  -16%, 9%, -3, -2%, -21%, 0%, 13
45: COc1cc(OC)cc(C(=O)OC/C(O)=C(\C#N)c2nc3ccccc3[nH]2)c1
  47%[activator], 79%[activator], -3, 5%, 7%, 90%[activator], -2
46: O=S(=O)(c1ccc(NC(=S)NCCC(c2ccccc2)c2ccccc2)cc1)N1CCOCC1
  8.3µM*, ?, 9, 2%, 2%, -2%, 9
47: NC(N)=Nc1ccc2[nH]c3c(c2c1)C[C@@]1(O)[C@H]2Cc4ccc(O)c5c4[C@@]1(CCN2CC1CC1)[C@H]3O5
  -4%, ?, -7, ·, -43%, -23%, -7
48: CCOC(=O)Nc1ccc2c(c1)nc1n2CCN(CCOC)C1
  68%[activator], 55%[activator], 17, 0%, 3%, -7%, 32
49: CC(C)Cc1nnc(NC(=O)c2ccc([N+](=O)[O-])cc2)s1
  47%, 63%[activator], 17*, 1%, 3%, 7%, 23
50: COc1ccc(S(=O)(=O)N2CCNCC2)cc1OC
  83%[1.15 µM], 18%, 14, -1%, -9%, 15%, -5
51: CC(C)OCC1CO1 (configuration not stated)
  36%[activator], 22%, ·, ·, -6%, 0%, ·
52: O=C(c1cc2ccccc2oc1=O)N(Cc1ccco1)Cc1cccs1
  3%, -2%, 17*, 3%, -5%, -3%, 20
53: COc1ccc(S(=O)(=O)Nc2noc3ccccc23)cc1
  ?, 13%, 4, 1%, 2%, -3%, 25
54: CC12CCC3C4CCC(=O)C(O)=C4CCC3C1CCC2OC(=O)CCC1CCCC1 (configuration not stated)
  -22%, -8%, ·, ·, -4%, ·, ·
55: O=C(NCc1ccccn1)C(=O)Nc1nc(C23CC4CC(CC(C4)C2)C3)cs1
  17%, -2%, -3, 4%, -9%, 96%[activator], -11
56: Cc1cccc(OC(C)C(=O)NCc2ccc(S(N)(=O)=O)cc2)c1 (configuration not stated)
  -26%, -5%, -5, 1%, 1%, 3%, -2
57: CCCCCCCC(=O)NNC(=O)CCC(=O)O
  0%, 11%, 2, 0%, -5%, 44%[activator], -5
58: O=C(Nc1ccc(N2CCOCC2)c(Cl)c1)c1ccc(S(=O)(=O)N2CCOCC2)cc1
  6%, ?, 5, 1%, 1%, -2%, -13
59: COc1cccc(/C=N/NC(=O)CCNc2n[nH]c(=O)[nH]c2=O)c1OC
  ?, 3%, -2, 0%, 1%, 0%, -1
60: CC(C)CCNc1nc(N2CCCC2)c2c(c1C#N)CCN(C)C2
  1%[5.75 µM], ?, -8, 5%, -26%, -23%, -18
61: COc1ccc(NC(=O)CCC(=O)N2CCN(S(=O)(=O)c3ccc(C)cc3)CC2)c(OC)c1
  ?, -9%, ·, ·, 3%, -1%, ·
62: CCNC(=S)N1CCc2ccccc2C1
  3%, 24%, 9, 0%, -1%, -1%, -4
63: COc1cc(C(=O)OCC(=O)c2cc(C)n(CC3CCCO3)c2C)cc(OC)c1C (configuration not stated)
  -8%, ?, ·, ·, -4%, -28%, ·
64: CC(NC(=O)c1ccccc1F)c1nnc(SCC(=O)Nc2nccs2)n1C (configuration not stated)
  19%, 4%, -2, -3%, 1%, 0%, 15
65: CS(=O)(=O)N(CC(=O)N1CCCC1)c1ccc(Cl)c(Cl)c1
  ·, 8%, 7, -7%, 1%, 0%, -9
66: CC(=O)CC(=O)C1C(=O)N(C)C(=O)N(C)C1=O
  33%[activator], ·, -3, 2%, -9%, -2%, -3
